T cell modulator = T cell immune modulation candidate; 2C CD8+ T cell-vesicle binding, flow cytometry; stronger effect = lower value; calls only at 7 µM; 330,000 compounds, 0.068% hits; AID 2052;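 active = response, share of CD8 T cells binding vesicles, and their 90th percentile fluorescence all below set limits, cut at about 80% in these data, passing the limit was not always enough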
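Test system: purified 2C TCR transgenic mouse naive CD8+ T cells. Probe or stimulus: QL9-peptide-loaded Drosophila micro-vesicles bearing Ld, ICAM-1 and B7-1. Incubation: binding step 1.5 h, 37 °C, antibody labelling 20 min, ice. Measured by: flow cytometry of vesicle-bound cells.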
Hep lipid drop = modulators of hepatic lipid droplet formation; AML12 mouse hepatocytes, oleate lipid droplets, BODIPY imaging; inhibition, % at 6.5 µM; 240,000 compounds, 0.4% hits;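 active = lipid droplet intensity inhibited by at least 50%, with more than 500 cells counted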
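material = mouse AML12 hepatocyte cell line, fixed after treatment | also added = 100 µM oleic acid challenge | doses = compound at 6.5 µM only | schedule = overnight exposure | technique = Image-based BODIPY and DAPI two-channel analysis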
PhoP inhibition = inhibitors of PhoP regulon expression, primary screen, Salmonella Typhimurium, GFP reporter (AID 1863) | 300,000 compounds, 0.16% hits | S. Typhimurium PhoP-regulated promoter GFP reporter, 4 h; higher % means a stronger effect | one-dose inhibition, % at 50 µM; IC50 in µM for titrated hits;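 active = inhibition over 29.93%, a cutoff 3 SD above the screen mean, later confirmed by dose response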;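 also: 0% = low Mg2+ inducing control and 100% = high Mg2+ repressing control; strong numbers were not always called active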
Hep lipid drop cells 6.5 µM = recorded beside Hep lipid drop, whose call it bears; cell count; measured here: cell count, cytotoxicity flag;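 cells counted across two imaged fields per well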
T cell modulator vesicle-bound % = also measured in T cell modulator; calls as there; double positive events, %; measured here: CD8+ vesicle-bound cell fraction;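 binding gate set so that unloaded-vesicle control wells show 10% double positive cells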
Numbers without * were called inactive; i = inactive. This is a subset, so the mix of outcomes need not match the whole.

Letter code – A = T cell modulator; B = T cell modulator vesicle-bound %; C = Hep lipid drop; D = Hep lipid drop cells 6.5 µM; E = PhoP inhibition
> COc1cccc(NC(=O)C2CCCN(S(C)(=O)=O)C2)c1 (stereo not drawn)
  A: i; B: 63.2; C: -1.3; D: 801; E: 2.9%

> CCOC(=O)c1[nH]cnc1C(=O)Nc1ccc([N+](=O)[O-])cc1
  A: i; B: 29.2; C: 1.7; D: 868; E: -0.1%

> CC(C)(C)c1ccc(-c2nc3cc(N)ccc3o2)cc1
  A: i; B: 56.5; C: 0.5; D: 876; E: 11.6%

> COc1cc(NS(=O)(=O)c2ccc(NC(=S)NC(=O)c3ccc(F)c(F)c3)cc2)nc(OC)n1
  A: i; B: 41.7; C: -0.1; D: 770; E: -8.9%

> CC1CCN(Cc2c(C(=O)N/N=C/c3cc(Br)ccc3O)nnn2-c2nonc2N)CC1
  A: i; B: 13.2; C: -153.0; D: 544; E: 8.7%

> CCOc1ccc(Cl)cc1C(c1c(C)[nH][nH]c1=O)c1c(C)[nH][nH]c1=O
  A: i; B: 59.6; C: -8.3; D: 805; E: -2.9%

> CCN(CC)CCCNC(=O)c1c(O)c2cc(F)cc3c2n(c1=O)C(C)CC3 (stereo not drawn)
  A: i; B: 32.1; C: -2.9; D: 833; E: 8.5%

> COCCn1c(SCC(=O)Nc2ccc(OC)cc2OC)nc2ccccc2c1=O
  A: i; B: 43.3; C: -2.5; D: 824; E: 11.4%

> CC1Cc2cc(/C(O)=C3\C(=O)C(=O)N(Cc4ccncc4)C3c3ccccc3F)ccc2O1 (stereo not drawn)
  A: i; B: 51.3; C: -6.5; D: 701; E: -7.7%

> O=C(NCC1CCCO1)c1nn2c(C(F)(F)F)cc(-c3cccs3)nc2c1Br (stereo not drawn)
  A: i; B: 40.1; C: -0.1; D: 787; E: -8.5%

> COc1ccc(S(=O)(=O)N(CC(=O)NC2CCCCC2)c2ccc(F)cc2)cc1
  A: i; B: 6.5; C: -24.2; D: 727; E: 0.8%

> COc1ccc(NC(=O)c2cc([N+](=O)[O-])ccc2N2CCCCC2)cc1
  A: i; B: 28.1; C: 13.8; D: 793; E: -0.6%

> COc1cccc2cc(C(=O)NCCc3ccccc3)oc12
  A: i; B: 11.6; C: -6.7; D: 711; E: 2.4%

> O=C1N=C(N2CCCCC2)S/C1=C\c1ccc(Br)cc1
  A: i; B: 58.0; C: -1.1; D: 827; E: -0.2%

> COc1ccc(-n2nc3c(c2NC(=O)COc2ccccc2F)CS(=O)(=O)C3)cc1
  A: i; B: 13.8; C: 0.1; D: 734; E: 4.9%

> Nc1nc2ccc(NC(=O)c3ccco3)cc2s1
  A: i; B: 25.1; C: 12.4; D: 777; E: 2.2%

> COc1cccc2cc(C(=O)NCc3ccccc3Cl)c(=O)oc12
  A: i; B: 58.0; C: -0.9; D: 767; E: 0.9%

> Cc1nc2ccccc2c(=O)n1NC(=O)c1ccccc1F
  A: i; B: 12.7; C: -1.8; D: 846; E: 11.1%

> CC1(C)CC(NS(=O)(=O)c2cccc3ccccc23)CC(C)(C)N1
  A: i; B: 19.2; C: -8.5; D: 630; E: 8.4%

> c1ccc(-c2nc(NCc3cccs3)c3ccccc3n2)cc1
  A: i; B: 42.8; C: 9.7; D: 753; E: 4.7%

> COc1cccc(N2CC(C(=O)Nc3ccc(F)cc3)CC2=O)c1 (stereo not drawn)
  A: i; B: 60.9; C: -11.1; D: 674; E: 0.5%

> CC(C)c1nnc(SCC(=O)NC2CCCC2)n1C
  A: i; B: 21.3; C: -2.4; D: 870; E: 1.1%

> COc1cc(OC)cc(C(=O)OCC(=O)NC(C)CCc2ccccc2)c1 (stereo not drawn)
  A: i; B: 51.9; C: -2.2; D: 826; E: -12.2%

> Cc1ccc(OCC(=O)NCCNC(=O)c2ccco2)cc1
  A: i; B: 24.6; C: -37.2; D: 849; E: 4.8%

> COc1cccc(Nc2ccc(C(=O)O)cc2N)c1
  A: i; B: 49.1; C: -4.7; D: 815; E: -13.4%

Some entries already given with just Hep lipid drop cells 6.5 µM:
SMILES,Hep lipid drop cells 6.5 µM
COc1cccc(Nc2ccc(C(=O)O)cc2N)c1,815
COc1ccc(S(=O)(=O)N(CC(=O)NC2CCCCC2)c2ccc(F)cc2)cc1,727
Cc1ccc(OCC(=O)NCCNC(=O)c2ccco2)cc1,849
CCOC(=O)c1[nH]cnc1C(=O)Nc1ccc([N+](=O)[O-])cc1,868

Following part
Letter code – A = T cell modulator; B = T cell modulator vesicle-bound %; C = Hep lipid drop; D = Hep lipid drop cells 6.5 µM; E = PhoP inhibition
> C=CCNC(=S)N/N=C/c1ccccc1OCCOc1ccccc1
  A: i; B: 58.8; C: -13.8; D: 808; E: -2.3%

> Cc1ccccc1CN1CCC(n2nccc2NC(=O)c2cccnc2)CC1
  A: i; B: 4.4; C: -1.8; D: 818; E: 10.6%

> Cc1ccc(NC(=O)C(C)Sc2n[nH]c(CNc3ccccc3)n2)cc1 (stereo not drawn)
  A: i; B: 29.6; C: 1.3; D: 838; E: 2.1%

> CCCc1cc(=O)n2nc(N3CCC(C(=O)Nc4cccc(C(C)=O)c4)CC3)sc2n1
  A: i; B: 4.5; C: -8.6; D: 723; E: 0.5%

> CS(=O)(=O)c1ccc(C(=O)OC2CCOC2=O)cc1[N+](=O)[O-] (stereo not drawn)
  A: i; B: 26.1; C: 2.6; D: 856; E: 3.5%

> CCN(CC(=O)NCc1ccc(Cl)cc1)C(=O)C(C)Sc1ccccc1 (stereo not drawn)
  A: i; B: 9.7; C: -33.6; D: 849; E: 13.5%

> CCN(CC)CCN(C(=O)CN1C(=O)c2ccccc2C1=O)c1nc2cc3c(cc2s1)OCO3
  A: i; B: 9.1; C: -16.1; D: 845; E: -0.6%

> CC(O)CSc1nc2c(c(=O)[nH]c(=O)n2C)n1Cc1ccccc1Cl (stereo not drawn)
  A: i; B: 56.7; C: -2.9; D: 769; E: 1.1%

> CS(=O)(=O)c1nc(S(=O)(=O)c2ccc(Cl)cc2)c(NCCCn2ccnc2)s1
  A: i; B: 26.5; C: -22.0; D: 693; E: -3.0%

> COc1cc(/C=C2\SC(=S)N(NC(=O)c3cccc(O)c3)C2=O)ccc1O
  A: i; B: 32.8; C: -1.8; D: 842; E: 12.8%

> COc1cccc(NC(=O)CN(C)C(=O)CC(C)c2ccccc2)c1 (stereo not drawn)
  A: i; B: 56.0; C: -2.4; D: 708; E: -8.7%

> CCc1cc(=O)oc2cc(C)cc(OCC(=O)NCCCN3CCOCC3)c12
  A: i; B: 42.4; C: 9.7; D: 751; E: 1.7%

> Cc1cnc(=O)[nH]c1SCc1ccc([N+](=O)[O-])cc1
  A: i; B: 17.9; C: -2.0; D: 774; E: -3.0%

> CC1Sc2ccc(S(=O)(=O)CCC(=O)N3CCc4ccccc43)cc2NC1=O (stereo not drawn)
  A: i; B: 24.7; C: -5.7; D: 716; E: -5.7%

> O=C(O)c1c2c(nc3ccccc13)/C(=C/c1ccc(OC(F)F)cc1)CCC2
  A: i; B: 30.9; C: 1.9; D: 758; E: 9.5%

> O=C1NC(=Nc2cccc(O)c2)S/C1=C\c1cccc([N+](=O)[O-])c1
  A: i; B: 50.7; C: -11.1; D: 819; E: 2.5%

> O=C(NCCc1cccc(F)c1)C1CCC(=O)N(CCCc2ccccc2)C1 (stereo not drawn)
  A: i; B: 10.8; C: 2.9; D: 863; E: -0.9%

> COc1cc2c(cc1OC)C(COc1ccc(F)cc1)NCC2 (stereo not drawn)
  A: i; B: 43.6; C: -6.2; D: 715; E: 2.8%

> Cc1cc(=O)oc2cc(OCC(=O)NCCc3ccccc3)ccc12
  A: i; B: 13.7; C: 2.2; D: 820; E: 10.6%

> Fc1ccccc1-c1n[nH]c(=S)n1Cc1ccccc1
  A: i; B: 17.5; C: 20.5; D: 872; E: 1.0%

> O=C(OCCN=C1NS(=O)(=O)c2ccccc21)c1cccc([N+](=O)[O-])c1
  A: i; B: 21.1; C: -3.0; D: 822; E: -3.9%

> O=C(CN(Cc1ccc(F)cc1)C(=O)c1csnn1)NC1CCCC1
  A: i; B: 15.1; C: -20.7; D: 729; E: 0.5%

> Cc1ccccc1CC(=O)N1CCN(S(=O)(=O)c2cccs2)CC1
  A: i; B: 62.6; C: 16.3; D: 689; E: -4.0%

> C/C(=N/NS(=O)(=O)c1ccc(CC(C)C)cc1)c1ccncc1
  A: i; B: 57.3; C: 4.9; D: 685; E: 0.2%

> CN(C)Cc1c(C(=O)N/N=C/c2cccnc2)nnn1-c1nonc1N
  A: i; B: 17.2; C: 2.0; D: 709; E: -8.2%

> O=C(NCCCN1CCCC1=O)c1cc(COc2ccc(F)cc2F)on1
  A: i; B: 22.6; C: 5.9; D: 662; E: -3.1%

> CC(NC(=O)CSc1nc2ccccc2n1C)c1ccccc1 (stereo not drawn)
  A: i; B: 19.3; C: -29.4; D: 738; E: 8.5%

> COc1ccc(CCN2CCCC(CN(C)C(=O)c3ccoc3C)C2)cc1 (stereo not drawn)
  A: i; B: 67.7; C: 2.2; D: 778; E: 0.2%

> CC1CCCN(S(=O)(=O)c2ccc(NC(=O)C3CC(=O)N(c4ccccc4)C3)cc2)C1 (stereo not drawn)
  A: i; B: 17.2; C: -1.1; D: 759; E: -5.8%

> Cc1cc(C)c(S(=O)(=O)Nc2ccccc2C(=O)N2CCCC2)c(C)c1
  A: i; B: 23.8; C: -4.0; D: 847; E: 0.8%

> COc1cc(NC(=O)c2cccs2)c(OC)cc1NC(=O)Cc1ccccc1
  A: i; B: 14.6; C: 1.3; D: 418; E: 7.1%

> Cc1ccc(NC(=O)c2sc3ncnc(N4CCN(c5ccccn5)CC4)c3c2C)c(C)c1
  A: i; B: 10.0; C: -28.8; D: 777; E: 9.6%

> OCC[C@@H]1C[C@H](O)[C@@H](O)[C@@]2(OCCCc3ccccc32)O1
  A: i; B: 14.7; C: -3.9; D: 768; E: -3.5%

> CCOc1cc(C(=O)Nc2cc3c(cc2N2CCOCC2)n(C)c(=O)n3C)cc(OCC)c1OCC
  A: i; B: 32.3; C: -2.3; D: 702; E: 14.1%

> COc1ccc(N2CCN(C3CCCN(C(=O)CSC)C3)CC2)cc1 (stereo not drawn)
  A: i; B: 6.7; C: -1.6; D: 768; E: -4.2%

> CC(=O)Nc1ccc(S(=O)(=O)NC2CCCCCC2)cc1
  A: i; B: 25.0; C: -2.6; D: 760; E: 3.6%

> C=CCNc1nc(Nc2cc(Cl)ccc2OC)nc(OC)n1
  A: i; B: 44.4; C: -1.1; D: 855; E: 12.8%

> CC1(C(=O)N2CCC(CC3CC(c4cccc(Br)c4)=NO3)(C(=O)NCC3CCCCC3)CC2)CC1 (stereo not drawn)
  A: i; B: 18.6; C: -7.5; D: 797; E: 5.2%

> COc1ccc(S(=O)(=O)n2cnc3ccccc32)cc1OC
  A: i; B: 6.0; C: 7.5; D: 817; E: -4.5%

> COc1ccc(N(CC(=O)NC2CCCCC2)C(=O)c2snc(C(N)=O)c2N)cc1
  A: i; B: 23.0; C: -5.8; D: 811; E: 0.2%

> O=C(CCN1C(=O)S/C(=C\c2ccc(Cl)cc2)C1=O)Nc1ccc(C(=O)O)cc1
  A: i; B: 71.2; C: 9.7; D: 698; E: -8.4%

> Cc1cc(OCCN2CCOCC2)ccc1C(C)C
  A: i; B: 35.8; C: 11.1; D: 870; E: 10.9%

> Cc1c(C)c2c(OCC(=O)N[C@@H](C)C(=O)O)cc3c(c2oc1=O)CCC(C)(C)O3
  A: i; B: 25.5; C: 5.1; D: 856; E: -1.6%

> COc1cccc(C(=O)N2CCN(Cc3ccc(OC)cc3OC)CC2)c1
  A: i; B: 48.9; C: -36.8; D: 841; E: 5.1%

> CCCN(C(=O)Cn1ncc2c([nH]c3ccccc32)c1=O)c1ccccc1C
  A: i; B: 40.4; C: -0.1; D: 685; E: -9.3%

> CCN(CC)S(=O)(=O)c1cccc(NC(=O)CC2CCCC2)c1
  A: i; B: 27.6; C: 0.4; D: 799; E: -2.7%

> Cc1ccc(NC(=O)N2CCC(C(=O)c3ccc(F)cc3)CC2)cc1
  A: i; B: 26.9; C: 82.6*; D: 830*; E: 3.7%

> CCc1ccc(NC(=O)Nc2ccc3c(c2)CCC3)cc1
  A: i; B: 59.1; C: -6.4; D: 657; E: 11.8%

> S=c1[nH]nc(COc2ccccc2)n1/N=C/c1ccc(Br)cc1
  A: i; B: 30.1; C: 2.2; D: 844; E: 1.7%

Record cards (already shown).
CC(NC(=O)CSc1nc2ccccc2n1C)c1ccccc1 (stereo not drawn) is listed with T cell modulator: i; T cell modulator vesicle-bound %: 19.3; Hep lipid drop: -29.4; Hep lipid drop cells 6.5 µM: 738; PhoP inhibition: 8.5%
Cc1ccc(NC(=O)c2sc3ncnc(N4CCN(c5ccccn5)CC4)c3c2C)c(C)c1 is listed with T cell modulator: i; T cell modulator vesicle-bound %: 10.0; Hep lipid drop: -28.8; Hep lipid drop cells 6.5 µM: 777; PhoP inhibition: 9.6%

Source: PubChem
